IMPase inh – cell-permeable inhibitors of inositol monophosphatase (IMPase); P97697; CHO-M1 cells, IP1 accumulation, HTRF TR-FRET ratio; inhibition (IP1 accumulation), % at 46.1 µM; 120,000 tested, under 10 active; AID 901; active = well fitted curve in the direction sought with a large enough effect in the signal ratio, not every such curve was filed as active; inconclusive = small, poorly fitted or top-dose-only effect, or a change in a side signal; inactive = no such curve, though single readings can be large or run the other way; the % refers to the signal ratio;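 note: cells stimulated with carbachol in lithium chloride buffer; plate controls were DMSO basal wells for no effect and reference inhibitor wells for full effect; higher means more IMPase inhibition seen as more IP1 and lower FRET ratio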
Target sequence (P97697 whole entry, looked up): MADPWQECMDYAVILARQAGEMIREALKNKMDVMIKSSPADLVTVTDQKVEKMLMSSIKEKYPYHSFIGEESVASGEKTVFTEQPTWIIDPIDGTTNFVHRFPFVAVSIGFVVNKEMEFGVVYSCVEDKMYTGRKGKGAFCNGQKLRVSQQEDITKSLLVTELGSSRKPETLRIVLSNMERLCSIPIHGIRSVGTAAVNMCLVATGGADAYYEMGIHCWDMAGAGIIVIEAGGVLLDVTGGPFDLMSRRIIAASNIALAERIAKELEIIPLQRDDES
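The IP-One HTRF competitive assay in carbachol-stimulated CHO-M1 cells quantifies cellular IP1. Compounds spanned up to 46 uM final, and activity is expressed as AC50 from concentration-response fits of the ratio and donor data.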
PNC inhibitor – blocks assembly of the perinucleolar compartment; PC3M PTB-GFP, PNC prevalence imaging, 16 h; stronger effect = lower value; activity change (PNC), negative = inhibition, % at 10 µM; 140,000 compounds, 3.1% hits; AID 2417;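 active = readout at or below -70, meaning at least 70% loss of cells showing the perinucleolar compartment, a nuclear body marking cancer cells; inconclusive = readout between -30 and a set limit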;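 note: plate controls were DMSO wells for no effect and camptothecin positive control wells for full effect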
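Compounds are pinned in duplicate onto adhered PC3M cells stably expressing GFP-tagged PTB and incubated 16 h at 37 C. Cells are then fixed, nuclei stained with Hoechst, and PNC-positive cells counted.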
ALOX15B inhib – inhibitors of human 15-lipoxygenase 2 (ALOX15B). Potency, µM (top dose mostly 57.1 µM), for inactives: at the highest dose activity change, negative = inhibition, hits mostly inhibitors. O15296. 110,000 compounds, 0.56% hits. purified 15hLO-2, xylenol orange hydroperoxide absorbance; note: potency is the fitted concentration of half-maximal effect; nearly all actives have a fitted effect of over 60% in size; many of its hits are not listed in these tables
Target sequence (O15296 whole entry, looked up): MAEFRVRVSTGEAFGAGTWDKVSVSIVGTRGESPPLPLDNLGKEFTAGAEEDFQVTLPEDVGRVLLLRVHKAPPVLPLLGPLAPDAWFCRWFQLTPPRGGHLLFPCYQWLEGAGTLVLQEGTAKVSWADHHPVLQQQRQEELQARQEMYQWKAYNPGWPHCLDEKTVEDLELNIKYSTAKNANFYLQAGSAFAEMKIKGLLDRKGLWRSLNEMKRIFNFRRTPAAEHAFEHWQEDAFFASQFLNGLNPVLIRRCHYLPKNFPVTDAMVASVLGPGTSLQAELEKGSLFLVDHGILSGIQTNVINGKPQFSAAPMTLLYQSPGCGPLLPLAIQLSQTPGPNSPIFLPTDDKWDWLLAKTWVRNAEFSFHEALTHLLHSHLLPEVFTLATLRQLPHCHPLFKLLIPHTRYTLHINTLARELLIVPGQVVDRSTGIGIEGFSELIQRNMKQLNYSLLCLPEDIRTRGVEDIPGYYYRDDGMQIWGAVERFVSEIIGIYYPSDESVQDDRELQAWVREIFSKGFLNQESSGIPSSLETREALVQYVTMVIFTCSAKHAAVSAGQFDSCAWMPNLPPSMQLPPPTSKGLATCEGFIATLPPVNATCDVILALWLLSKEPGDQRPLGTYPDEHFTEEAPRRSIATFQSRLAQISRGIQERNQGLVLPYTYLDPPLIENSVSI
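Read-out: hydroperoxide product oxidises ferrous iron, measured as xylenol orange complex via the 573-to-405 nm absorbance ratio after 30 min. Reaction: 50 nM enzyme, 15 min compound preincubation, 45 uM arachidonic acid, 90 min RT, Hepes pH 7.5 with Triton X-100.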
ALOX12 inhib – inhibitors of human 12-lipoxygenase (ALOX12); Potency, µM (top dose mostly 57.1 µM), for inactives: top-dose activity change, negative = inhibition, hits mostly inhibitors; AID 1452; purified 12-hLO, xylenol orange hydroperoxide absorbance; 150,000 compounds, 0.12% hits; P18054; note: potency is the fitted concentration of half-maximal effect; nearly all actives have a fitted effect of over 55% in size; many of its hits are not listed in these tables
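Purified human 12hLO (150 nM final) was preincubated with compounds for 15 min at room temperature in 25 mM Hepes pH 7.0, 0.01% Triton X-100, then reacted with 40 uM arachidonic acid for 30 min. Hydroperoxide was detected with ferrous iron/xylenol orange.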
Numbers without * were called inactive; ? = inconclusive; · = no result given; [ ] = remark or other dose. Unless noted, calls come from the whole dose curve; as a rule, active = well fitted curve in the direction sought with a large enough effect; inconclusive = small, poorly fitted or top-dose-only effect, or another doubt; inactive = no such curve, though single readings can be large; an effect the other way counts as inactive or inconclusive. Unless noted, % is set by controls: 0 for no effect and ±100 for the full control effect. Compounds as they come; 3.1% or so of the library scored in one or more.

SMILES	IMPase inh	PNC inhibitor	ALOX15B inhib	ALOX12 inhib
CCOC(=O)c1cc2sccc2n1CC(=O)O	-1.7	-17.9	-6.3%	-2.5%
O=C(Cn1cnc2c(oc3ccccc32)c1=O)c1ccccc1	3.0	6.0	3.4%	-5.9%
Cc1cc(C(=O)NCc2ccc(C(=O)O)o2)c(C)o1	-2.8	-16.9	7.6%	-0.8%
CN(C)c1ncc2nc(CCc3ccccc3)c(=O)n(Cc3ccc(F)cc3)c2n1	·	·	-1.4%	2.8%
CC(C)(C)c1ccc(C(=O)NC(=S)Nc2nc3c(s2)CCCC3)cc1	·	28.9	·	-2.4%
CCN1C(=O)CSc2ccc(C(=O)NCc3ccc(OC)cc3)cc21	9.5	45.7	1.1%	2.5%
COc1cc(CNCCc2ccccc2F)ccc1OCc1ccc(Cl)nc1	7.8	?	22.9%	7.3%
O=C1OCc2cc(NS(=O)(=O)c3cccs3)ccc21	1.7	16.9	-2.7%	-4.9%
CC(=O)NCC(=O)OC(C)C(=O)Nc1ccc(C(C)=O)cc1 (stereo not drawn)	-2.7	-4.9	4.9%	-2.4%
COc1cc(C=O)ccc1OCc1cccc(Br)c1	5.6	10.2	·	-5.3%
N#Cc1ccc(CN2CCC3(CC2)CCN(C(=O)c2csnn2)CC3)cc1	·	·	0.2%	0.1%
CC(O)c1cccc(NC(=O)CCC(=O)O)c1 (stereo not drawn)	-10.0	34.7	-9.6%	0.0%
Cn1c(=O)cc(SCC(=O)NCC2COc3ccccc3O2)c2ccccc21 (stereo not drawn)	-5.0	5.5	1.4%	-10.2%
CCN1CCCC1CNC(=O)Cn1cnc2sc(C)c(S(=O)(=O)N3CCC(C)CC3)c2c1=O (stereo not drawn)	0.2	84.1	·	10.3%
c1ccc(Nc2nc(N3CCOCC3)nc(N3CCOCC3)n2)cc1	8.5	-4.8	2.2%	2.3%
COc1cccc(CNC(=O)c2cc3c(C)nc4ccccc4c3o2)c1	6.3	-18.3	17.0%	-0.3%
CCCn1c(N)c(N2CCCCC2)c(=O)n(CC(=O)Nc2ccccc2)c1=O	-7.2	8.0	-4.5%	2.3%
CCc1cccc(CC)c1NC(=O)CSc1nc2ccc(N3C(=O)C4C(C3=O)[C@H]3C=C[C@@H]4C3)cc2s1 (stereo partly drawn)	2.3	-24.3	·	-0.6%
Cn1c(SCC(=O)Nc2nc3ccccc3s2)nnc1-c1ccccc1	-6.4	7.5	-29.4%	-1.6%
Cc1ccc(C)c(O)c1	·	·	-5.1%	-1.8%
Cn1cc(Cl)c(C(=O)OCC(=O)Nc2ccccc2)n1	-5.3	?	-1.9%	-1.0%
O=C(Nc1nnc(C2CCCO2)s1)c1ccc(Br)cc1 (stereo not drawn)	2.3	-15.5	2.1%	-0.6%
Nc1c2c(nc3ccccc13)N(c1ccccc1)CC2	3.6	?	3.1%	3.3%
CC(=O)Oc1ccc(/C=c2\sc3ncnn3c2=O)cc1	-0.7	46.9	-4.4%	-1.1%
Cc1cccc2cc(CN(Cc3nnnn3Cc3ccccc3)C3CCCC3)c(=O)[nH]c12	5.4	50.1	19.2%	-0.7%
(next part)
SMILES	IMPase inh	PNC inhibitor	ALOX15B inhib	ALOX12 inhib
C=CCSc1nc2c(cc1C#N)CCC2	-13.0	41.8	3.0%	-5.9%
COc1ccc(C2CC23N=C(c2ccccc2)OC3=O)cc1 (stereo not drawn)	·	?	·	1.0%
CSc1nc2c(c(=O)n1-c1ccc(C)cc1)SCC2	3.2	?	-8.9%	-1.5%
CCC(=O)Nc1ccc(C(=O)CSc2nc3ccccc3[nH]2)cc1	·	6.8	·	-0.4%
Cc1occc1C(=O)N/N=C/c1cccs1	-11.3	43.5	-0.1%	5.3%
CC(=O)Nc1ccc(S(=O)(=O)NCCC(=O)Nc2ccc(C)c(Cl)c2)cc1	·	?	·	-0.6%
CCCOC(=O)c1c(NC(=O)CCCn2nc([N+](=O)[O-])c(Cl)c2C)sc(C(=O)OC)c1C	11.4	20.3	·	0.3%
CCn1c(COc2cccc(C)c2)nnc1SCC(=O)Nc1cccc(C(=O)OC)c1	3.6	2.2	1.4%	-4.1%
O=[N+]([O-])c1ccc(/C=C2\CCC(C3=CCCC3)=C2N2CCOCC2)cc1	·	65.5	·	-3.0%
CCSc1nnc(-c2ccc(OC)cc2)o1	-0.8	18.0	12.9%	2.9%
COc1ccccc1NC(=O)CNC(=O)c1ccccc1	-1.9	17.6	-1.7%	2.2%
CCCNC(=O)CN(c1ccc(F)cc1)S(=O)(=O)c1ccc2c(c1)OCCO2	-2.1	41.6	4.6%	-1.3%
Cc1ccc(Nc2cnn(C34CC5CC(CC(CC(=O)O)(C5)C3)C4)c(=O)c2Cl)cc1C	-6.9	?	-11.1%	-0.5%
Cc1cccc(N=C2NC(=O)/C(=C/C=C/c3ccco3)S2)c1	-10.8	26.1	·	-8.1%
COc1ccccc1-c1cc(C(F)(F)F)nc(S(=O)(=O)CCCC(=O)NC(C)C)n1	6.4	6.5	1.8%	0.3%
Cn1cc(C(=O)NCN2CCCCC2)c2ccccc21	-1.3	20.6	-0.5%	4.8%
CCCNC(=O)c1ccc(OC)cc1OC	-1.7	24.6	11.2%	3.5%
Cc1oc(-c2ccccc2Cl)nc1Cn1cccc1C1=NC(c2ccccc2)CO1 (stereo not drawn)	0.7	-1.0	19.0%	-6.3%
O=C(O)CNc1nc(-c2ccccc2)nc2ccccc12	-1.0	23.2	-2.4%	-1.3%
COc1cccc(Nc2ncccc2C(=O)O)c1	-2.0	8.9	-2.9%	1.7%
CCOC(=O)c1cn(Cc2cccc(Cl)c2)nn1	·	-113.8*	·	1.0%
CCOc1ccccc1NC(=O)c1cccc(S(=O)(=O)N(Cc2ccccc2)c2ccccc2OC)c1	-2.4	10.2	·	0.9%
COc1cccc(-c2cc(=O)c3ccc(OC)cc3o2)c1	·	·	-0.4%	0.0%
FC(F)Oc1ccc(-c2csc(=Nc3cccnc3)n2CC2CCCO2)cc1 (stereo not drawn)	·	-5.3	·	-0.7%
Cc1nc2ccccc2n1C(=O)c1ccccc1[N+](=O)[O-]	-4.7	-1.8	·	1.5%
The results go on.
SMILES	IMPase inh	PNC inhibitor	ALOX15B inhib	ALOX12 inhib
COC(=O)C1=C(N)Oc2cc(C)n(CC3CCCO3)c(=O)c2C1c1ccccc1 (stereo not drawn)	3.5	1.4	-3.9%	-4.0%
CCCCn1c(NC(=S)Nc2ccccc2)nc2ccccc21	·	29.3	·	?
C[C@@H](CN1CCC(Cc2ccccc2)CC1)[C@@H](O)c1ccc(O)cc1	11.4	·	35.8%[activator]	1.8%
O=C(NC(=S)Nc1ccc(Cc2ccncc2)cc1)c1ccccc1Cl	3.2	54.8	·	0.5%
Cc1ccc(N(CC(=O)NCC2CCCO2)S(C)(=O)=O)cc1Cl (stereo not drawn)	-2.7	-11.6	6.9%[2.29 µM]	2.1%
Nc1c(S(=O)(=O)c2cccc(Cl)c2)c2nc3ccccc3nc2n1CCN1CCOCC1	5.4	-12.7	-4.9%	-5.0%
CCOC(=O)c1ccc(N2C(=O)CC(C3CCCO3)C2=O)cc1 (stereo not drawn)	-5.0	26.8	-0.4%	-2.8%
CC1CC(C)(C)NCCNC(C)CC(C)(C)NCCN1 (stereo not drawn)	8.4	34.1	39.0%[activator]	3.2%
O=C(CSc1nnc(-c2ccc(F)cc2)c2ccccc12)Nc1ccccc1	11.0	?	·	-1.1%
COC(=O)c1cc2sc(Cl)cc2n1CC(=O)Nc1ccc(OC)c(OC)c1OC	7.8	45.5	-4.9%	0.6%
CCC(=O)Nc1ccccc1C(=O)N1CCN(Cc2ccccc2)CC1	2.2	-11.2	2.9%	0.2%
FC(F)(F)c1cccc(NC(=S)NCC(c2cccnc2)N2CCOCC2)c1 (stereo not drawn)	-4.7	?	·	-2.2%
Cc1ccc(N(CCC(=O)Nc2nnc(C3CC3)s2)S(=O)(=O)c2ccccc2)cc1	·	?	·	2.8%
CCOC(=O)Cc1c(C)nc2c(-c3ccc(Cl)cc3)c[nH]n2c1=O	8.4	-17.8	-8.3%	-2.5%
COC(=O)c1ccccc1S(=O)(=O)N1Cc2cc([N+](=O)[O-])ccc2Oc2ccccc21	6.6	0.5	-10.1%	3.4%
CSc1nc(N)c(C#N)c(-c2ccccc2Cl)c1C#N	-10.2	-17.8	-4.9%	-11.2%
Cn1c(CCc2ccccc2)nnc1SCC(=O)N1CCCC1	6.7	45.2	5.6%	2.2%
Cc1ccc(NC(=O)Cc2nnc(SCC(=O)Nc3ccccc3)n2C)cc1	·	-7.8	·	-2.1%
Cc1nnc(NC(=O)CCC(=O)N2CCC(C)CC2)s1	5.2	313.1	·	-7.2%
CC(C)CC(=O)N1CCN(S(=O)(=O)c2ccccc2)CC1	1.4	-2.8	7.4%	2.1%
O=C(O)C1CCC(=O)N1C1CCCC1 (stereo not drawn)	0.0	?	4.3%	3.2%
COc1ccc(NC(=O)Nc2ccc(N(C)C)cc2)cc1	18.6	34.7	-26.1%	-10.9%
O=C1CN(C(=O)c2ccc(Br)o2)C(c2ccccc2)c2cc(F)ccc2N1 (stereo not drawn)	10.1	29.1	0.4%	0.2%
CCCOP(=O)(c1ccc(N(C)C)cc1)C(O)c1cccnc1 (stereo not drawn)	2.2	53.4	-5.9%	0.6%
CCN=C1SC(CC(=O)Nc2sc3c(c2C#N)CCCC3)C(=O)N1CC (stereo not drawn)	4.1	14.1	5.0%	?
(next part)
SMILES	IMPase inh	PNC inhibitor	ALOX15B inhib	ALOX12 inhib
NC(=O)CSc1nnc(-c2ccc(S(=O)(=O)N3CCOCC3)cc2)n1CC1CCCO1 (stereo not drawn)	-0.9	7.2	0.5%	-0.2%
CCOC(=O)C1=C(CSCc2ccccc2)NC(=O)NC1c1cc(C)ccc1C (stereo not drawn)	5.2	26.8	0.3%	-4.0%
Cc1ccc(NC(=S)N=Nc2c(O)n(C)c3ccc(S(=O)(=O)N4CCOCC4)cc23)cc1C	·	-15.3	·	2.1%
Clc1ccccc1CSc1nncn1NC/C=C/c1ccccc1	1.4	?	·	-5.2%
CC1SC(c2ccccc2Cl)NC1=O (stereo not drawn)	-6.5	?	-1.1%	5.2%
COCCOC(=O)C1=C(C)Nc2ncnn2C1c1ccc(F)cc1 (stereo not drawn)	7.4	9.6	1.2%	3.6%
Cc1ccccc1NC1=C(Cl)C(=O)OC1OC(=O)c1ccco1 (stereo not drawn)	2.9	4.3	3.0%	2.3%
O=C(Nc1ccccc1Cl)N(Cc1nc2ccccc2c(=O)[nH]1)Cc1cccs1	6.2	37.5	·	-2.4%
O=C(Nc1sc2c(c1C(=O)NCC1CCCO1)CCCC2)c1cccs1 (stereo not drawn)	4.1	-10.2	-5.9%	-9.0%
Cc1ccc2oc3c(c(=O)c2c1)C(c1cccs1)N(CCCN(C)C)C3=O (stereo not drawn)	10.6	?	3.5%	-7.5%
CCN(CC)CCN1C(=O)C(=O)/C(=C(/O)c2ccncc2)C1c1ccccc1 (stereo not drawn)	-13.7	8.8	-13.1%	-5.4%
COc1ccc(OC)c(NC(=O)CSc2ncccn2)c1	-3.4	?	4.8%	-2.4%
Cc1ccc(N(C(C)C(=O)Nc2ccc(S(=O)(=O)N3CCOCC3)cc2)S(C)(=O)=O)cc1 (stereo not drawn)	-7.6	-28.3	-5.0%	-1.7%
Cc1cc(C)cc(N(C(=O)C(F)(F)F)C(C(=O)NC2CCCCC2)c2cccs2)c1 (stereo not drawn)	-7.5	3.5	-7.3%	4.4%
CN1CC(=O)NC1=NC(=O)c1cc(F)c(F)cc1Cl	-0.8	8.2	-10.0%	4.7%
COc1ccc(NC(=O)N(CCC(C)C)C(C)c2ccccn2)c(OC)c1 (stereo not drawn)	4.7	17.8	-12.1%	-1.1%
CSc1ccc(/C=C2/C(C)=C(CC(=O)O)c3cc(F)ccc32)cc1	·	·	?	-1.5%[0.00818 µM]

PNC inhibitor: what is marked active above.
SMILES	IMPase inh	PNC inhibitor	ALOX15B inhib	ALOX12 inhib
CCOC(=O)c1cn(Cc2cccc(Cl)c2)nn1	·	-113.8*	·	1.0%
